From PubChem BioAssay
PriA SSB inh – blocks PriA binding to SSB C-terminal tail. AlphaScreen SSBct-PriA binding, biotinylated peptide. inhibition, % at 33 µM. hit rate 0.6% among 430,000. AID 1272365; in the data active means inhibition mostly above about 37%, no sharp cut-off; inactive means mostly below about 20%;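 further: plate controls were negative control peptide for no effect and reference peptide for full effect; strong numbers were not always called active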
* = called active by the depositor; & = joins results of further samples. Not all compounds are listed (hit frequency here may not be typical).

SMILES | PriA SSB inh
COc1ccc(CNC(=O)NCC[C@H](O)C2CC2)cc1 | -7.0
O=S(=O)(c1cccc2cccnc12)N1CCC(Oc2cccnn2)CC1 | 3.0
CCN(CC)c1ccc(NC(=O)Cn2cnc3c(sc4ccccc43)c2=O)c(C)c1 | -9.0
O=C(CCc1csc2nc(-c3ccccc3)cn12)NCc1ccccc1Cl | 9.0
O=C1CCCN1Cc1cn(C2CN(S(=O)(=O)c3cccc4nsnc34)C2)nn1 | -13.0
CCN(CC)CCN(C(=O)c1ccc(S(=O)(=O)N2CCCCCC2)cc1)c1nc2c(F)cc(F)cc2s1 | 7.0
CC(=NNC(=O)CN1CCN(Cc2ccccc2Cl)CC1)c1ccncc1 | -14.1
CN1C(=O)C(C)(C)COc2ccc(NS(=O)(=O)Cc3cccc(Cl)c3)cc21 | 5.0
COC1(CNS(=O)(=O)Cc2cc(F)ccc2F)CCSC1 (configuration not stated) | 8.0
N#CCC(=O)NN=C1CCCCC1C1CCCCC1 (configuration not stated) | -8.1

The final two entries of the part above are carried over, then new ones follow.
SMILES | PriA SSB inh
COC1(CNS(=O)(=O)Cc2cc(F)ccc2F)CCSC1 (configuration not stated) | 8.0
N#CCC(=O)NN=C1CCCCC1C1CCCCC1 (configuration not stated) | -8.1
CN1CCN(C(CNC(=O)C(=O)NCc2cccs2)c2ccc(F)cc2)CC1 (configuration not stated) | -3.0
CSc1ccccc1NC(=O)C(=O)NCCc1ccoc1 | 14.0
O=C(CSc1nc2sc3c(c2c(=O)n1-c1ccccc1)CCCC3)NN=Cc1ccc(C(=O)O)cc1 | 4.5
Cn1cc(CC(=O)N2CCc3[nH]c(=O)c(C#N)cc3C2)c2ccccc21 | 19.0
COc1ccc(CCNC(=O)C(=O)Nc2ccc(F)c(F)c2)cc1 | -3.0
Cc1cc(N)n2ncnc2n1 | -13.0
Cc1ccc(S(=O)(=O)CN=C(NC(=S)NN(c2ccccc2)c2ccccc2)c2ccccc2)cc1 | 33.0
CCOC(=O)c1sc(NC(=O)c2cccc3ccccc23)nc1C | 1.0
CC(=O)Nc1ccc(C2=NN(C(=O)C(C)C)[C@H](c3ccco3)C2)cc1 | -16.0
Cc1nc2c(-c3ccccc3)cnn2c(NCCN2CCOCC2)c1C | -20.0
COc1cc(-c2nc3ccccn3c2N=Cc2ccccc2)ccc1O | 8.7
O=C(NCC(Cc1cccc(F)c1)N1CCNC1=O)c1ccco1 (configuration not stated) | -14.0
O=C(Cc1ccc(F)cc1)N(CCN1CCOCC1)c1nc2c(F)cccc2s1 | -6.0
COc1cc(/C=C/C(=O)Nc2c(C(=O)Nc3ccc(C)c(C)c3)oc3ccccc23)cc(OC)c1OC | 3.0
COC(=O)CNc1ccccc1C(=O)O | 1.0
O=S(=O)(NCC1CCN(C2CCCC2)CC1)c1cccc(F)c1 | -10.0
CCN(CC)CCN(C(=O)c1cc(OC)cc(OC)c1)c1nc2c(C)cccc2s1 | 1.0
COc1cc2sc(=NC(=O)c3cc(C)n(C)n3)n(C)c2cc1OC | -11.0
O=C(Cc1c(F)cccc1Cl)NCC1CCN(C(=O)c2cc3ccccc3o2)CC1 | -2.0
O=C1N(c2ccc(Cl)cc2)C2CS(=O)(=O)CC2N1c1ccc([N+](=O)[O-])cc1 (configuration not stated) | 4.0

Seven entries out of the list, ordered by heavy-atom count, ascending.
SMILES | PriA SSB inh
COC(=O)CNc1ccccc1C(=O)O | 1.0
COc1cc2sc(=NC(=O)c3cc(C)n(C)n3)n(C)c2cc1OC | -11.0
COc1cc(-c2nc3ccccn3c2N=Cc2ccccc2)ccc1O | 8.7
O=C1N(c2ccc(Cl)cc2)C2CS(=O)(=O)CC2N1c1ccc([N+](=O)[O-])cc1 (configuration not stated) | 4.0
O=C(Cc1ccc(F)cc1)N(CCN1CCOCC1)c1nc2c(F)cccc2s1 | -6.0
CCN(CC)CCN(C(=O)c1cc(OC)cc(OC)c1)c1nc2c(C)cccc2s1 | 1.0
COc1cc(/C=C/C(=O)Nc2c(C(=O)Nc3ccc(C)c(C)c3)oc3ccccc23)cc(OC)c1OC | 3.0

Additional compounds:
SMILES | PriA SSB inh
CCCCOc1ccc(-c2cc3c4nnc(SCC(=O)Nc5ccccc5F)n4ccn3n2)cc1 | -16.0
O=C(NCCc1ccc(N2CCCC2)cc1)C1CC1 | -17.0
O=C(CSCc1ccccc1)NCC1CCN(c2ccncc2)CC1 | 0.0
COC1(CNC(=O)C2COc3ccccc3O2)CCSC1 (configuration not stated) | -1.0
CCN1C(=O)NC2(CCN(S(=O)(=O)c3ccc(OC)c(C)c3C)CC2)C1=O | -3.0
O=C(NCc1ccco1)N[C@H]1CC(=O)N(c2ccc3c(c2)OCCO3)C1 | -8.0
COc1ccc(CCNC(=O)CN2C(=O)C[C@H](C)Sc3ccccc32)cc1OC | -9.0
CCNC(=O)OC(C)(C)C | -15.0
Cc1cc(C)c(S(=O)(=O)N2CCN(CC(=O)Nc3ccc(Br)cc3)CC2)c(C)c1 | -14.0&-1.0
Cc1ccc(Cl)cc1N1CCN(CC(O)COc2ccc(C(C)(C)C)cc2)CC1 (configuration not stated) | -2.0
CC(=NN1CCCCCC1)c1c(O)n(-c2ccc(C)cc2)c(=O)[nH]c1=O | -6.4
CCCCCCOc1ccc(C(N)=NO)cc1 | -16.4
COc1ccc(S(=O)(=O)NC(C)Cc2ccoc2)cc1Cl (configuration not stated) | -8.0
Cc1ccc(C2=CC(=O)C=CC2=O)cc1C | 1.0
COc1ccc(N(C)c2nnc(-c3ccc(NC(=O)c4cccs4)cc3)s2)cc1 | -1.0
Cc1cc(-c2nnc(NC(=O)c3cccc(N4C(=O)CCC4=O)c3)o2)nn1C | 15.0
O=C(Cc1csc(NC(=O)NC2CCCC2)n1)NCc1ccccc1 | -9.0
O=C(Nc1ccc2c(c1)N(C(=O)c1cccs1)CCC2)c1c(F)cccc1Cl | 10.0
NC(=NO)c1cccc(CS(=O)(=O)c2ccccn2)c1 | -1.8
CCCCC(=O)NN=Cc1ccc(N2CCOCC2)c([N+](=O)[O-])c1 | -4.7

Reformatted field by field: entries from further up.
> NC(=NO)c1cccc(CS(=O)(=O)c2ccccn2)c1
  PriA SSB inh: -1.8
> CCN(CC)CCN(C(=O)c1cc(OC)cc(OC)c1)c1nc2c(C)cccc2s1
  PriA SSB inh: 1.0
> O=S(=O)(NCC1CCN(C2CCCC2)CC1)c1cccc(F)c1
  PriA SSB inh: -10.0
> O=C(Cc1ccc(F)cc1)N(CCN1CCOCC1)c1nc2c(F)cccc2s1
  PriA SSB inh: -6.0

Other results follow.
SMILES | PriA SSB inh
O=C(c1ccc(OC(F)(F)F)cc1)N(CC(F)(F)F)C1CCOCC1 | -1.0
COc1ccc(-c2cc(=O)[nH]c(SCc3nc(-c4ccc(OC)cc4OC)no3)n2)cc1 | -4.0
CC1=C(C(=O)OC(C)C)C(c2ccncc2)c2c(nc(SCc3ccc([N+](=O)[O-])cc3)[nH]c2=O)N1 (configuration not stated) | -3.0
O=C(NCc1cc(-c2cccs2)on1)c1cccc(C(F)(F)F)c1 | -10.0
COCCN(Cc1ccsc1)S(=O)(=O)Cc1ccc(C(F)(F)F)cc1 | -10.0
CCS(=O)(=O)N1CCCc2ccc(NS(=O)(=O)c3ccc(OC)c(OC)c3)cc21 | 13.0
O=C(c1nc2ccccc2s1)N1CC(n2cc(COc3ccccc3)nn2)C1 | -4.0
O=C1CN(Cc2ccccc2F)S(=O)(=O)c2ccccc2N1Cc1ccc(Cl)cc1 | -8.0
COCc1cc(C=NNC(=O)Cc2ccc(OC)cc2)ccc1OC | -14.9
CCOc1ccc(-n2c(=S)sc3c(=O)n(C)c(SCC(=O)NC4CCCCC4)nc32)cc1 | -21.0
O=C(c1ccccc1)c1ccc(CNS(=O)(=O)c2ccc(C(F)(F)F)cc2)s1 | -17.0
O=S(=O)(N=C(c1ccccc1)N1CCOCC1)c1ccc(F)cc1F | -2.8
COC(=O)c1ccccc1NC(=O)c1cc2c(=O)n(C)c(=O)n(C)c2n1Cc1ccccc1 | -21.0
CC(Br)c1cccc2cccnc12 (configuration not stated) | 34.0
Cc1ccc(-c2ccc(SCc3nc(-c4ccccc4Br)no3)nn2)cc1C | -18.0
CCOC(=O)c1ccc(NC(=O)CSc2ncnc3c2nnn3-c2ccc(OC)cc2)cc1 | 0.0
O=C(c1cc2ccccc2[nH]1)N(CCc1cccs1)Cc1ccco1 | -5.0
CCn1nc(C)c(C=NNC(=O)c2ccc3c(c2)OCO3)c1C | -15.1
CC(C=NNC(=O)c1nnn(-c2nonc2N)c1CN1CCCCC1)c1ccccc1 (configuration not stated) | 1.6
COc1cccc(N2CC(C(=O)Nc3nnc4n3CCS4)CC2=O)c1 (configuration not stated) | 15.0
O=C1NCCN1C(=O)NC[C@]1(O)CCc2ccccc21 | -7.0
CO[C@@](C)(CNC(=O)C(=O)Nc1ccc(C)c(N2CCCC2=O)c1)c1cccc(Cl)c1 | -3.0
O=C(NCCc1ccc(Cl)cc1)[C@H]1CCCN(c2cc(-n3cncn3)ncn2)C1 | -1.0
COc1cc(C(=O)NN=Cc2ccc(OC(=O)c3ccccc3Cl)c(OC)c2)ccc1O | 11.2
COc1cc(OC)cc(-c2noc(CSc3nc4ccsc4c(=O)n3Cc3ccccc3)n2)c1 | -1.0
O=C(CCCC(=O)c1ccccc1)NC[C@H]1CCCN1c1ccccc1 | 12.0
CSCc1csc(NC(=O)c2ccc(S(=O)(=O)N3CCOCC3)cc2)n1 | 1.0
COc1cc(C)c(C)cc1S(=O)(=O)N(Cc1cccs1)Cc1cccn1C | -6.0
CCOc1ccccc1-c1noc(Cn2c(=O)n(CCCOC)c(=O)c3ccccc32)n1 | -4.0
Cc1cccc(C(N)=NOC(=O)CCCN2C(=O)c3ccccc3C2=O)c1 | -26.7
Cc1ccc(S(=O)(=O)N2CCC(C(=O)Nc3c4c(nn3C)CCC4)CC2)cc1 | -8.0
Cc1ccc2c(c1)N(Cc1nc(C3CC3)no1)N=C(C(=O)N1CCCCCC1)S2(=O)=O | -11.0
O=C(NCCC(CCO)c1ccccc1)Nc1ccccc1Cl (configuration not stated) | -1.0
Cc1noc(C)c1S(=O)(=O)Nc1cccc(-c2csc(Nc3ccccc3Cl)n2)c1 | -4.0
COc1ccc(OC)c(S(=O)(=O)N2CCC(c3nnc(-c4ccco4)s3)CC2)c1 | -18.0
CSC[C@@](C)(O)CNC(=O)NC1CCCCC1 | -8.0
CS(=O)(=O)c1ccccc1C(=O)N1CCN(c2nc3ccc(OC(F)(F)F)cc3s2)CC1 | -6.0
O=C(O)c1ccc(CNS(=O)(=O)c2ccc(Cl)c(C(F)(F)F)c2)cc1 | -4.0
CCOC(=O)c1c(C)[nH]c(C(=O)NN=Cc2cc([N+](=O)[O-])ccc2O)c1C | -22.5
COc1ccc(NC(=O)CSc2nccn(-c3ccc(F)c(Cl)c3)c2=O)c(OC)c1 | -15.0
O=C(NCCCN1CCOC(c2ccccc2)C1)C(=O)Nc1ccc2c(c1)OCCO2 (configuration not stated) | 1.0
Cc1cc(C)n2nc(C(=O)N3CCC[C@H](Oc4nccnc4C#N)C3)nc2n1 | -15.0
Cn1ccc(C(=O)Nc2ccccc2-c2nc3ccccc3[nH]2)n1 | 2.0
O=C(Cc1ccc2c(c1)OCO2)N1CCC(n2c(=O)[nH]c3ccc(F)cc3c2=O)CC1 | -8.0
CCNC(=O)N1CCCC1CS(=O)(=O)c1ccccc1 (configuration not stated) | -29.0
Cc1ccnn1CC(=O)NN=Cc1cccs1 | 6.5
CC(CC(=O)Nc1ccccn1)=NNC(=O)c1ccc([N+](=O)[O-])cc1Cl | 4.0
CCOc1cc(-c2ccc(C)cc2)nc2ccc(C(=O)NCc3cccs3)cc12 | -9.0&-2.0
O=c1nc(SCc2ccc(Br)cc2)c2c(n1Cc1ccccn1)CCC2 | -4.0
COCCN=c1scc(-c2cccs2)n1N=Cc1ccc(O)c(O)c1O | 44.3

Later entries
SMILES | PriA SSB inh
O=C(Cc1ccccc1)NCc1nnc(SCC(=O)N2CCCc3ccccc32)n1-c1ccc(Br)cc1 | -19.0
CCn1nnc2c(=O)n(C)cnc21 | -15.0
COc1ccc2ccccc2c1CCC(=O)NC[C@H]1CCCN1c1ccccc1 | -14.0
Cc1nnc(SCC(=O)Nc2ccc(OC(F)F)cc2)[nH]c1=O | -11.0
O=C(Nc1cccnc1)c1csc2nc(-c3ccccc3)cn12 | 5.0
COC1(CNC(=O)Cc2ccc(S(=O)(=O)C(C)C)cc2)CCSC1 (configuration not stated) | 9.0
CNC(=O)c1ccsc1NC(=O)c1cccc(NS(=O)(=O)c2ccc(F)cc2)c1 | -4.0
O=C(CN1CCOCC1)N/N=C\c1ccc(O)cc1 | -7.0
O=C(O)CNC(=O)c1ccc(O)cc1 | -9.0
COc1ccc(OCC2c3cc(OC)c(OC)cc3CCN2S(=O)(=O)c2cccc(Cl)c2)cc1 (configuration not stated) | -4.0
O=C(CN1CCOCC1)NN=C/C=C/c1ccccc1 | -12.6
O=C(NN=C/C=C/c1ccc2c(c1)OCO2)C1COc2cc3ccccc3cc2O1 (configuration not stated) | 5.7
Cc1ccc(C)c(C(=O)NCC[C@H](O)c2ccsc2)c1 | 3.0
O=C(CCn1nnc2ccccc21)N/N=C\c1c(O)ccc2ccccc12 | 4.0
CCCCNC(=O)N(O)C1N(N=Cc2ccccc2O)C(=S)SC1(C)C (configuration not stated) | 1.7
Cc1cc(C)n(-c2nc(CCNC(=O)Cn3cnc4ccccc43)cs2)n1 | -13.0
CCOC(=O)c1scc(-c2ccc(C)cc2)c1S(=O)(=O)N1CCN(c2ncccn2)CC1 | -9.0&9.0
COc1ccc(OC)c(-c2nnc(NC(C)=O)o2)c1 | 3.0
O[C@H](COc1ccc(Cl)cc1)CN1CCC(Cc2ccccc2)CC1 | -10.0
COc1cc(C=NNC(=O)Cn2cnc3c2c(=O)n(C)c(=O)n3C)ccc1O | -1.0
C=CCN1C(=O)/C(=C/c2ccc(O)c(OC)c2)SC1=Nc1nccs1 | 5.4
COc1ccc(NC(=O)CSc2n[nH]c(=O)c3cc(-c4ccc(F)cc4)nn23)c(OC)c1 | -5.0
O=c1c(=O)n(-c2cccc3ccccc23)ccn1Cc1ccccc1 | -4.0
c1sc(C23CC4CC(CC(C4)C2)C3)nc1C12CC3CC(CC(C3)C1)C2 | -20.0
